# C2C12 statin: suppressors of statin myotoxicity in C2C12 myotubes, primary screen, cell-based, single point, plate reader | C2C12 myotubes + simvastatin, ATP luminescence, 48 h; scaled: DMSO 0, geranylgeraniol control 100 | rescue of ATP level, % at 7.49 µM | 330,000 tested, 0.78% active;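 active means mean ATP rescue above about 67%, or every replicate alone reaching that limit, limit read from the data, passing the limit was not always enough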;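 further: myotubes were challenged with 10 µM simvastatin during compound exposure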
# S100A4 inh HTS: inhibitors of S100A4-myosin IIA peptide binding, primary screen, biochemical, fluorescence polarization, TAMRA-MyoIIA peptide; 360,000 tested, 0.14% active; AID 652163, 2013; inhibition, % at 10.7 µM; Protein S100-A4 (Homo sapiens), P26447;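 active means mean inhibition of at least 70% across replicates, with every replicate also reaching that level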
# Target sequence (P26447 whole entry, looked up): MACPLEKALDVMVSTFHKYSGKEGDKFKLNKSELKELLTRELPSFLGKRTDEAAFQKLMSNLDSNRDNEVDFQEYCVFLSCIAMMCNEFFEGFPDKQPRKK
#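 Material: human S100A4 monomer with TAMRA-labelled myosin IIA peptide; buffer or medium: HEPES pH 7.2 with CaCl2, KCl, NaCl, DTT, Triton; compound dosing: one concentration per compound; schedule: 5 min incubation before reading; benchmarks: neutral control DMSO, positive control TFP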
# FN deposit inh: inhibitors of fibronectin matrix deposition, primary screen, AH1F cells, Alexa488-fibronectin fluorescence, plate reader | AH1F fibroblasts, overnight | inhibition, % at 12.6 µM | 350,000 tested, 0.086% active;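 active means mean inhibition across replicates of 30% or more, regardless of how many single replicates reach that level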;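 further: positive control wells lacked labelled fibronectin entirely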
#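 Material – AH1F fibroblast monolayer, labelled fibronectin deposition · Reagent – labelled fibronectin 24 nM · Timing – 1 h adhesion, overnight exposure · Measured by – fluorescence at 485 nm excitation, 525 nm emission · Read-out – inhibition of fibronectin deposition signal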
# esBAF inh: Bmi1 luciferase reporter increase in mESCs, primary screen, esBAF inhibitor project, mouse ES cells, Bmi1 luciferase knock-in, single point; 350,000 tested, 2% active; 24 h; 100% = twice the neutral-well signal; reporter increase, % at 12.5 µM; in the data active means activation above about 40%;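 further: 0% = median of the plate's neutral control wells and 100% = double that signal; a rise in the Bmi1 reporter signal indicates esBAF inhibition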
# Casp6 inh: human caspase-6 inhibitors, primary screen, biochemical, VEID-R110 fluorescence, single point, set 2; P55212; purified caspase-6, Z-VEID-R110 cleavage fluorescence; inhibition, % at 12.5 µM; 350,000 tested, 0.53% active;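 active means mean inhibition across replicates at least about 35%, with every replicate also reaching that limit, limit read from the data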;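 further: 0% = median of neutral control wells and 100% = no fluorescence left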
# Target sequence (P55212 24-179 limits assumed): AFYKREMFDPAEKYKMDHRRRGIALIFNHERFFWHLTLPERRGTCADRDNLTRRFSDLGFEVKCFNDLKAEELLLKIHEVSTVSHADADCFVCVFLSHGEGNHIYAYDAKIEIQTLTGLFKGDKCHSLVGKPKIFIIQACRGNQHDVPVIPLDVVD
# Target sequence (P55212 194-293 limits assumed): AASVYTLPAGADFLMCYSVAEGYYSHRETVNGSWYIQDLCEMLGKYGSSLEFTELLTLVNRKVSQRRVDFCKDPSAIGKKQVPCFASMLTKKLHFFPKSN
# SIRT5 block: SIRT5 desuccinylase inhibitors, primary screen, biochemical, fluorescence imaging, single point, set 5 | Purified SirT5, succinyl-peptide AMC, trypsin-coupled fluorescence | inhibition, % at 15 µM | 330,000 tested, 1.1% active; in the data active means inhibition above about 15%
# Target sequence (Q9NXA8 whole entry, looked up): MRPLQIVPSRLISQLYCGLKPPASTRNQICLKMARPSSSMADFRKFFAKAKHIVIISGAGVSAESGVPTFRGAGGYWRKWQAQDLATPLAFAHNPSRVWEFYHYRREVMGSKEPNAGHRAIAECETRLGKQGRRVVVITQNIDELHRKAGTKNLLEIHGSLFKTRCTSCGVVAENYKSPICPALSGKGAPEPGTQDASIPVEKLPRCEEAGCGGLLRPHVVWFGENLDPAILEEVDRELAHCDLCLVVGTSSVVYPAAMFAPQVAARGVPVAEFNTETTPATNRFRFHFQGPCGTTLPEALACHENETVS
# LGR2 antag: inhibitors of bursicon-induced LGR2 CRE-luciferase signal, primary screen, cell-based, HEK293, CRE-luciferase reporter, bursicon stimulation | bursicon-stimulated, 4 h | inhibition, % at 9.99 µM | 380,000 tested, 0.35% active | AID 720647, 2013;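 active means drop in luminescence signal, shown as inhibition above about 50% in the replicate tests, limit read from the data, passing the limit was not always enough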;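 further: agonist challenge used bursicon conditioned medium at about half maximal strength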
# An asterisk follows results filed as active; x = no result given. This is a subset (hit frequency here may not be typical).
[1] Cc1ccc(S(=O)(=O)N2CCN(C(=O)c3cc(=O)c4ccccc4o3)CC2)cc1
[2] C[C@@H]1CN([C@@H](C)CO)S(=O)(=O)c2ccc(C3=CCCCC3)cc2O[C@@H]1CN(C)C(=O)c1ccncc1
[3] O=C(C1CCCC1)N1CCCCN2[C@H](CO)[C@@H](c3ccc(-c4cccc(F)c4)cc3)[C@@H]2C1
[4] O=C(COC(=O)C1CC2CCCC(C1)C2=O)Nc1cccc(F)c1 (stereo not given)
[5] CCOc1ccc(CNC(=O)c2ccc(Sc3ccc(Cl)cc3)c(NC(C)=O)c2)cc1OC
[6] Cc1cc(C)c(C#N)c(OCC(=O)c2ccc(Br)cc2)n1
[7] COc1ccc(C(=O)COc2ccc3ccc(=O)oc3c2)cc1
[8] CN(CC(=O)Nc1ccc2c(c1)OCO2)CC(=O)Nc1ccc(F)c(F)c1F
screen / no.	1	2	3	4	5	6	7	8
LGR2 antag	1	1	x	8	8	x	-2	-6
FN deposit inh	0	-1	x	7	-5	10	7	-4
esBAF inh	x	1	x	2	x	-5	-1	8
C2C12 statin	x	-3	x	-6	x	-17	-8	7
S100A4 inh HTS	-2	5	7	-6	1	x	4	-1
Casp6 inh	1	0	-1	1	1	x	-2	-4
SIRT5 block	-1	2	9	0	0	x	-3	1

[9] CO[C@@H]1CN(C)C(=O)c2cc(NC(=O)Nc3cc(F)ccc3F)ccc2OC[C@@H](C)N(C)C[C@@H]1C
[10] CC(C)Sc1nc2sccc2c(=O)n1-c1ccccc1
[11] CSc1ncccc1C(=O)NNC(=O)c1ccc(NS(=O)(=O)c2cccs2)cc1
[12] Cc1onc(-c2ccccc2Cl)c1C(=O)NC(=S)Nc1ccccc1F
[13] O=S(=O)(N/N=C/c1cn(Cc2ccccc2)c2ccccc12)c1ccccc1
[14] COc1ccc([C@H]2CC(=O)C=C(c3ccc(-c4ccccc4)c(F)c3)C2)cc1OC
[15] Cc1c(-c2ccccc2)nc2ccccc2c1C(=O)O
[16] Cc1ccc(-n2c(C)cc(=O)cc2C)cc1[N+](=O)[O-]
screen / no.	9	10	11	12	13	14	15	16
LGR2 antag	2	-4	25	19	x	-4	0	18
FN deposit inh	1	-12	2	-3	3	-4	x	3
esBAF inh	-2	-3	-2	x	17	-1	4	-7
C2C12 statin	-4	12	-1	x	1	-1	1	43
S100A4 inh HTS	17	1	2	4	x	1	-1	-1
Casp6 inh	-2	4	4	-1	x	-1	3	0
SIRT5 block	3	1	-4	7	x	x	1	1

[17] CN(C)CC(=O)N1CC2(C1)[C@@H](c1ccccc1)[C@@H](CO)N2S(C)(=O)=O
[18] O=C(CSc1nc2cc(Cl)ccc2s1)c1cc2ccccc2o1
[19] CCc1nc2ccc(C(=O)NCCc3ccccn3)cn2c1N(C)Cc1nccs1
[20] CCCN(CCC)C(=O)COc1cc(=O)n(CC)c2ccccc12
[21] FC(F)(F)c1cc(-c2cccs2)nc2cc(-c3ccccc3)nn12
[22] Cc1ccc(N2CSC3=C(C#N)C(c4cccs4)CC(=O)N3C2)cc1 (stereo not given)
[23] Nc1ncnc(Oc2cccc3cccnc23)c1[N+](=O)[O-]
[24] COCC#Cc1ccc([C@H]2[C@@H](CO)N3C(=O)CN(C(=O)Nc4ccc(F)cc4)C[C@H]23)cc1
screen / no.	17	18	19	20	21	22	23	24
LGR2 antag	-7	-23	5	1	x	-19	20	-9
FN deposit inh	-1	x	-1	-25	-3	0	7	x
esBAF inh	x	0	0	1	0	54*	x	x
C2C12 statin	x	5	-5	1	20	-4	x	x
S100A4 inh HTS	91*	-1	3	1	-2	-4	-3	-7
Casp6 inh	1	3	-1	0	-2	18	10	-2
SIRT5 block	1	-4	-3	x	-7	3	1	0

[25] Cc1ccc(C(=O)NCCNC(=O)c2ccccc2)cc1
[26] COc1ccc2[nH]c(C(=O)N3CCC(n4nccc4NC(=O)C4CC4)CC3)c(C)c2c1
[27] O=C(CN1C(=O)/C(=C/c2ccco2)SC1=S)Nc1ccc(O)c(C(=O)O)c1
[28] Cc1ccc(NC(=O)Nc2cc(-c3ccccc3)nn2C)cc1Cl
[29] Cn1cccc1/C=N/NC(=O)c1ccccn1
[30] Cc1cc(C(=O)NC2CC(C)(C)Cc3c2cnn3-c2ccccc2)n(C)n1 (stereo not given)
[31] N/C(=N\OC(=O)CCC1CCCC1)c1ccccc1
[32] O=C(C[C@@H]1CC[C@H]2[C@@H](COC[C@@H](O)CN2C(=O)c2ccc3c(c2)OCO3)O1)NC1CCCC1
screen / no.	25	26	27	28	29	30	31	32
LGR2 antag	16	6	15	-4	-28	19	-100	-1
FN deposit inh	-3	-3	4	11	-1	9	-5	-14
esBAF inh	-2	4	-10	5	x	x	x	-2
C2C12 statin	x	5	13	-12	x	x	x	1
S100A4 inh HTS	-4	-3	-24	-22	0	-17	-3	x
Casp6 inh	-1	-4	0	3	-2	0	3	x
SIRT5 block	-2	-2	53*	-2	3	-3	0	x

[33] CO[C@@H]1CN(C)C(=O)c2cc(NC(=O)c3ccc(F)cc3)ccc2OC[C@@H](C)N(C(=O)c2ccc(F)cc2)C[C@@H]1C
[34] c1ccc(C2OCC3(CO2)COC(c2ccccc2)OC3)cc1 (stereo not given)
[35] Cc1ccc(S(=O)(=O)N(C)C[C@@H]2OCCCC[C@H](C)Oc3ccc(NS(=O)(=O)c4ccc(Cl)cc4)cc3C(=O)N([C@H](C)CO)C[C@@H]2C)cc1
[36] O=C(c1ccccc1)N1N=C(C(F)(F)F)CC1(O)c1ccccc1O (stereo not given)
[37] Cc1nn(-c2ccccc2)c2ncc(C(=O)c3cc(Cl)ccc3O)cc12
[38] CCCNC(=O)N1C[C@H]2[C@@H](c3ccccc31)[C@@H](CO)N2CC1CCCC1
[39] CC1(C)CC(=O)C2=C(C1)Nc1cc3c(cc1C2c1ccc(F)cc1)OCO3 (stereo not given)
[40] CC(C)C[C@H](NC(=O)c1nc[nH]c1C(=O)N(C)Cc1ccccc1)C(=O)OC(C)(C)C
screen / no.	33	34	35	36	37	38	39	40
LGR2 antag	-1	x	33	0	-11	-26	x	6
FN deposit inh	-3	8	-13	-5	8	x	-11	-4
esBAF inh	5	-3	5	4	-1	-4	-5	-4
C2C12 statin	26	25	7	-4	4	12	49	0
S100A4 inh HTS	-2	x	-7	2	x	12	x	54
Casp6 inh	-2	x	-2	1	x	2	x	x
SIRT5 block	0	x	19*	0	x	-2	x	x

[41] CC(=O)N1c2ccc(C)cc2Sc2c1ccc1ccccc21
[42] CC(CC(=O)O)NCC1COc2ccccc2O1 (stereo not given)
[43] COc1cccc(S(=O)(=O)N[C@H]2C=C[C@@H](CC(=O)NC3Cc4ccccc4C3)O[C@H]2CO)c1
[44] N=c1c2ccccc2nnn1-c1cccc(C(F)(F)F)c1
[45] N#Cc1c(-c2ccccc2)c(-c2ccccc2)n(Cc2ccco2)c1NC(=O)c1cccs1
[46] O=[N+]([O-])c1ccccc1Nc1ccc(O)cc1
[47] Cc1csc(SCC(=O)N2CCN(S(=O)(=O)c3ccccc3)CC2)n1
[48] CCOc1ccc(NC(=S)NNC(=O)c2cc(Br)ccc2Cl)cc1
screen / no.	41	42	43	44	45	46	47	48
LGR2 antag	-38	11	-10	x	x	-14	x	-24
FN deposit inh	-8	0	-9	-5	-26	7	1	7
esBAF inh	0	5	0	3	-2	3	4	x
C2C12 statin	-4	5	-12	-9	-8	0	6	x
S100A4 inh HTS	-1	2	6	4	x	8	x	-1
Casp6 inh	3	-1	-4	-1	x	0	x	-5
SIRT5 block	x	9	1	-2	x	-2	x	0

[49] Cc1sc2ncnc(N3CCC(C(=O)Nc4cc(C(F)(F)F)ccc4OCC(F)(F)F)CC3)c2c1C
[50] O=C(Nc1ccc2c(c1)CCC2)c1cc(S(=O)(=O)Nc2ccc(F)cc2)c(Cl)cc1Cl
[51] Cc1cccc(NC(=O)c2cc([N+](=O)[O-])ccc2NCC2CCCO2)n1 (stereo not given)
[52] COCCCC1CCN(C(=O)c2cc(COc3cc(C)ccc3C)on2)CC1
[53] O=C(Cn1cnc2c(nnn2Cc2ccc(F)cc2)c1=O)NCc1ccc(F)cc1
[54] NC(CCc1ccccc1)c1csc(Nc2nccc(C(F)(F)F)n2)n1 (stereo not given)
[55] NC(=O)CC(NC(=O)Cc1ccc(Br)cc1)c1ccc(N2CCCCCCC2)c([N+](=O)[O-])c1 (stereo not given)
[56] CC(=O)Nc1ccc(Nc2ccc3nonc3c2[N+](=O)[O-])cc1
screen / no.	49	50	51	52	53	54	55	56
LGR2 antag	10	x	2	-29	-1	-1	3	19
FN deposit inh	-1	5	-1	-15	1	-3	-11	2
esBAF inh	5	x	x	104*	x	-10	-1	1
C2C12 statin	9	x	x	2	x	-5	-9	3
S100A4 inh HTS	-3	-5	1	0	7	-5	-2	-1
Casp6 inh	-79	-5	0	8	2	-1	-4	0
SIRT5 block	-3	-3	2	-6	0	-1	-3	2

[57] O=C(C[C@@H]1CC[C@H](NC(=O)Nc2ccccc2)[C@H](CO)O1)NCc1ccccn1
[58] CC(=O)Nc1ccc(S(=O)(=O)N2CCC(C(=O)Nc3nccs3)CC2)cc1
[59] CCOC(=O)Cn1nc(/C=C/c2ccc(C)cc2)ccc1=O
[60] COc1ccc(NC(=O)c2cc3ccc(O)cc3o/c2=N\O)cc1
[61] COC(=O)C[C@H]1CC[C@H]2[C@H](COc3ccc(NC(=O)c4ccc(F)cc4)cc3C(=O)N2C)O1
[62] O=C(O)CCCCCNC(=O)/C(=C\c1ccco1)NC(=O)c1ccco1
[63] Fc1ccc(CN2CCCCCCC2)c(F)c1
[64] O=C(COC(=O)C1CCC(=O)N1)Nc1cc(Cl)ccc1Cl (stereo not given)
[65] CCCC(=O)Nc1ccc2c(c1)OC[C@@H](C)N(Cc1ccccc1F)C[C@H](C)[C@@H](OC)CN(C)C2=O
[66] CCCCc1cc(=O)oc2c(C)c(OCc3nn[nH]n3)ccc12
screen / no.	57	58	59	60	61	62	63	64	65	66
LGR2 antag	4	13	-9	11	-8	4	x	-1	23	2
FN deposit inh	x	-18	x	5	-12	16	1	3	-7	4
esBAF inh	1	-11	2	29	0	8	4	x	-3	-5
C2C12 statin	-2	4	-16	-24	-8	20	3	x	27	10
S100A4 inh HTS	4	-1	x	-4	6	9	x	4	-2	-17
Casp6 inh	-4	0	x	0	0	8	x	0	-2	2
SIRT5 block	1	-2	x	-3	2	1	x	3	10	-7
